Screens (PubChem BioAssay)
Mtb RmlCD inh: blocks M. tuberculosis RmlC and RmlD coupled enzymes | RmlC+RmlD coupled enzyme assay, percent inhibition; primary screen in compound mixtures | inhibition, % at 3.6 µM | 0.03% of 160,000 active | AID 1533; in the data active = inhibition mostly above about 34%, no sharp cut-off; also: some results filed as inactive read as strong as hits
Target sequence (P9WH09 whole entry, looked up): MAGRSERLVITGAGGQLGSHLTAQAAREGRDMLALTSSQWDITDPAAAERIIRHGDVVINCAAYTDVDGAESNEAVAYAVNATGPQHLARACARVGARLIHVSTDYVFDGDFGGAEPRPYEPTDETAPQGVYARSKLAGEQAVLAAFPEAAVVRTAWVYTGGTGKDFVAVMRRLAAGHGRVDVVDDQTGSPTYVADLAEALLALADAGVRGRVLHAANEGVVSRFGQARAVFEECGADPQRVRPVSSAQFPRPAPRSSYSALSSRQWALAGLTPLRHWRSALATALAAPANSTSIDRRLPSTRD
Target sequence (P9WH11 whole entry, looked up): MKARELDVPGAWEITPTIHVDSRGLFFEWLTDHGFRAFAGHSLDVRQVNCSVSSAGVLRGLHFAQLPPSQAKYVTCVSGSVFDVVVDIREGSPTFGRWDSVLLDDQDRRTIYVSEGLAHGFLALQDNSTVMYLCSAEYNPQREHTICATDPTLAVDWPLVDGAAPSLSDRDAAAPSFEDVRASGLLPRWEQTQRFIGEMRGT
M. tuberculosis GlmU: inhibition of mycobacterial GlmU enzyme – biochemical, glucosamine-1-phosphate acetyltransferase (AID 1376) | one-dose inhibition, %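 (tested at 30 µM in the primary screen)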; IC50 in µM for titrated hits | M. tuberculosis GlmU acetyltransferase enzyme assay; higher % means a stronger effect | 0.25% of 220,000 active; in the data active = inhibition above about 13%;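 also: 0% = complete reaction with vehicle and 100% = reaction without substrate; strong numbers were not always called active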
The depositor's hits bear a star; nt = not tested or not shown. An excerpt, so the mix of outcomes need not match the whole.

Each structure is followed by: Mtb RmlCD inh	M. tuberculosis GlmU
COC(=O)C1=C(C)NC(=O)NC1c1cc(Cl)ccc1OC (configuration not stated)
  -9.2	4.6%
CCOC(=O)c1c(NC(=O)Cc2cccs2)sc(C)c1C
  108.3	9.6%
O=c1c2[nH]c3ccccc3c2ncn1CCC1=CCCCC1
  40.4	-1.8%
CCCCN(CC)Cc1ccc(CNC(=S)Nc2c(C)cc(C)cc2C)o1
  8.9	-5.7%
COc1ccc(CCNc2nc3ccccc3n3nnnc23)cc1OC
  3.5	-2.6%
CCc1cc2cc3c(cc2nc1SCC(=O)Nc1nnc(C)s1)OCCO3
  18.7	1.1%
COC(=O)CSc1nnc(CSc2nc(C)cc(C)n2)n1Cc1ccco1
  10.6	-1.9%
COc1cc2cc(CN(Cc3cccs3)C(=S)Nc3cccc(C)c3)c(=O)[nH]c2cc1OC
  7.6	2.7%
COC(=O)C1=C(C)NC(C)=C(C(=O)OC)C1c1ccc(N(C)C)cc1
  -6.3	3.8%
CN1CCN(S(=O)(=O)c2ccc(Oc3ccc(F)c(Cl)c3)nc2)CC1
  -10.4	0.2%
O=C1Nc2ccccc2C(O)(C(=O)NCc2ccc3c(c2)OCO3)N1c1ccccc1 (configuration not stated)
  -7.9	1.5%
Cc1ccc(C(=O)NCCc2nnc(SCC(=O)Nc3nc(-c4ccccc4)cs3)n2C)cc1
  nt	-2.6%
COc1ccc(NC(=O)CCCC2CCCCC2)cc1S(=O)(=O)N1CCCCC1
  3.2	-3.0%
Cc1cnc(NC(=O)COc2ccccc2)s1
  0.6	-7.9%
O=c1[nH]c(=S)[nH]c(O)c1N=Nc1ccc(S(=O)(=O)N2CCc3ccccc32)cc1
  8.0	-2.3%
O=C(C[n+]1cc(-c2ccc(F)cc2)n2c1CCC2)c1cccs1
  5.0	0.0%
Cc1ccc2nc(C(C)O)[nH]c2c1 (configuration not stated)
  33.3	0.1%
O=C(N1CCN=C1SCc1cccnc1)C12CC3CC(CC(C3)C1)C2
  -263.2	-3.6%
CCCOc1ccc(/C=C/C(=O)N2CCN(c3ccccn3)CC2)cc1
  6.2	-2.7%
COc1cc(OC)cc(C(=O)NCC(=O)OCC(=O)N2c3ccccc3NC(=O)C2(C)C)c1
  19.2	0.7%
COc1cccc(NC(=O)Cn2c(=O)n(-c3ccccc3)c(=O)c3oc4ccccc4c32)c1
  -1.6	6.3%
Cc1cccc(C)c1NC(=O)CSCC(=O)c1ccc(O)c(O)c1
  18.4	3.2%
O=[N+]([O-])c1ccc(C2CNC(c3ccccc3)O2)cc1 (configuration not stated)
  nt	0.1%
O=C(Cc1cccc2ccccc12)N/N=C/c1ccc(Sc2cccc3cccnc23)o1
  4.3	nt
CC(=O)OCc1ccccc1Sc1ccccc1C(=O)NCc1ccccc1
  -8.1	0.2%
Cc1cc(=O)cc(C)n1-c1ccc(O)cc1
  8.2	-1.0%
O=c1[nH]c(-c2ccccn2)nc2sc(-c3ccccc3)cc12
  5.2	3.0%
Cc1nc(=O)c(-c2ccccc2)c(C)n1CC1CCCO1 (configuration not stated)
  18.7	1.4%
COc1cc(CNc2ccc(N3CCN(C(C)=O)CC3)cc2)ccc1OCc1ccccc1
  -11.9	-3.5%
N#CC(c1ccccn1)(c1ncc(C(F)(F)F)cc1Cl)N1CCOCC1 (configuration not stated)
  nt	2.6%
COc1ccc(C2N(c3ccccc3)C(=S)N3CCCN23)cc1 (configuration not stated)
  1.8	5.9%
C=CCNC(=O)c1c(N)n(CCN2CCOCC2)c2nc3ccccc3nc12
  13.0	-2.0%
CCCSc1cc(N2CCOCC2)nc(-c2ccccc2Cl)n1
  3.0	1.5%
CCC(C)[C@H](NC(=O)NCc1cccs1)C(=O)O (some centres not stated)
  nt	2.5%
O=C(NCC(=O)N(c1ccccc1)C(C(=O)NC1CCCCC1)c1cccnc1)c1cccs1 (configuration not stated)
  -9.2	-3.9%
Cc1cc(S(=O)(=O)N(Cc2ccc(F)cc2)CC2CCCO2)ccc1-n1cnnn1 (configuration not stated)
  98.9	-2.3%
O=C(OCC(=O)N1CCCC1)c1ccco1
  nt	6.0%
COc1ccccc1NS(=O)(=O)c1cccc(C(=O)N/N=C(\C)c2ccc(-n3ccnc3)cc2)c1
  5.3	-3.8%
C#Cc1ccc([C@@H]2C=C(C(=O)NC3CC3)O[C@H](OCC)[C@H]2CCCO)cc1
  4.2	3.9%
O=C(N=Nc1c(O)[nH]c2ccc(Br)cc12)c1ccccc1-n1cccc1
  3.8	nt
CC(C)CN(C(=O)CSc1nncs1)c1c(N)n(CC(C)C)c(=O)[nH]c1=O
  9.5	3.0%
O=C(CSc1nc2ccccc2c(=O)n1CC1CCCO1)NCc1ccc2c(c1)OCO2 (configuration not stated)
  42.0	0.7%
O=C(NCCCn1ccnc1)/C(=C\c1cccs1)NC(=O)c1ccccc1
  13.7	2.0%
Nc1c(C(=O)c2ccc(Br)cc2)oc2ccccc12
  38.7	-4.4%
CCOC(=O)C1CCCN(C/C(O)=C(\C#N)c2nc(-c3ccccc3)cs2)C1 (configuration not stated)
  20.9	-2.1%
COc1ccc(C2CC(O)(c3ccccc3)Oc3c(C)ccc(C)c32)cc1 (configuration not stated)
  -11.5	0.1%
CC(=O)OCC(=O)Nc1ccc(C(C)=O)cc1
  nt	5.9%
COCCn1cc(C(=S)N2CCCCC2)c2ccccc21
  -3.1	9.2%
Cc1ccc[n+](CC(=O)c2cc3ccccc3oc2=O)c1
  nt	-2.1%
COc1cc(-c2nnc(-c3cccnc3)o2)cc(OC)c1OC
  -1.3	-2.5%
CCOC(=O)c1cn(Cc2ccc(Cl)cc2Cl)c2cc(C)nn2c1=O
  -10.2	4.2%
CC(C)c1ccc(/C=C(/C#N)c2nnc(NC(=O)c3ccccc3)s2)cc1
  -11.2	-1.6%
COc1ccc(N2C(=O)CC(NNc3nc4ccccc4s3)C2=O)cc1 (configuration not stated)
  nt	-0.5%
Nc1nc(NCC2CCCO2)nc(Nc2ccccc2F)c1[N+](=O)[O-] (configuration not stated)
  -14.9	2.8%
CC1CCc2nc(NC(=O)CN3CCN(c4ccccc4)CC3)sc2C1 (configuration not stated)
  nt	0.2%
Cc1cc(C)c2c(N)c(C(=O)N3CCc4ccccc4C3)sc2n1
  7.6	-7.0%
CCn1c(-c2ccccc2)csc1=Nc1ccc(S(=O)(=O)O)cc1
  13.3	3.4%
COc1ccc(S(=O)(=O)CCC(=O)Nc2c(C)n(C)n(-c3ccccc3)c2=O)cc1
  -7.4	-3.5%
O=c1c2ccccc2nnn1Cc1ccccc1Cl
  -8.0	2.8%
O/N=C/c1ccc2ccccc2c1
  9.3	1.3%

In the list so far, 2 have a nitro group on carbon.
Each structure is followed by: Mtb RmlCD inh	M. tuberculosis GlmU
O=[N+]([O-])c1ccc(C2CNC(c3ccccc3)O2)cc1 (configuration not stated)
  nt	0.1%
Nc1nc(NCC2CCCO2)nc(Nc2ccccc2F)c1[N+](=O)[O-] (configuration not stated)
  -14.9	2.8%

An excerpt of these results, field by field.
Molecule: COc1ccc(C2N(c3ccccc3)C(=S)N3CCCN23)cc1 (configuration not stated)
  Mtb RmlCD inh = 1.8
  M. tuberculosis GlmU = 5.9%

Molecule: C=CCNC(=O)c1c(N)n(CCN2CCOCC2)c2nc3ccccc3nc12
  Mtb RmlCD inh = 13.0
  M. tuberculosis GlmU = -2.0%

Molecule: CCCSc1cc(N2CCOCC2)nc(-c2ccccc2Cl)n1
  Mtb RmlCD inh = 3.0
  M. tuberculosis GlmU = 1.5%

Molecule: CCC(C)[C@H](NC(=O)NCc1cccs1)C(=O)O (some centres not stated)
  Mtb RmlCD inh = nt
  M. tuberculosis GlmU = 2.5%

Further structures follow.
Each structure is followed by: Mtb RmlCD inh	M. tuberculosis GlmU
Cc1[nH]c2ccccc2c1C(=O)COC(=O)c1cccc(S(=O)(=O)N2CCCCC2)c1
  11.4	-8.4%
CCNC(=O)c1cc(Cl)ccc1OC
  -10.7	2.0%
CCOC(=O)c1cnc2c(-c3ccc(F)cc3)cnn2c1C(F)(F)F
  3.6	0.3%
O=C(c1ccco1)N1CCN(CCCCN2C(=O)c3ccccc3C2=O)CC1
  nt	-1.2%
Cc1ccc(C)c(C(=O)CSc2n[nH]c(C(C)C)n2)c1
  nt	4.0%
CCOc1ccc(C(=O)CC(NCc2cccs2)C(=O)O)cc1 (configuration not stated)
  9.3	6.7%
C#CCNC(=O)C1=C[C@H](C2CCCCC2)C[C@H](OCc2ccc(CO)cc2)O1
  nt	1.2%
C=CCn1c(SCc2c(C)noc2C)nnc1C1COc2ccccc2O1 (configuration not stated)
  nt	3.5%
Cc1cc2nc(C3CCCN(C(=O)NCc4ccccc4)C3)[nH]c2cc1C (configuration not stated)
  nt	-6.1%
Cc1cc(C)c(NC(=O)c2cn3c4c(c(N5CCN(C)CC5)c(F)cc4c2=O)OCC3C)c(C)c1 (configuration not stated)
  33.5	-8.2%
O=C1C2C3C=CC(C4CC34)C2C(=O)N1Cc1ccccc1 (configuration not stated)
  8.5	3.1%
CC(NC(=O)C(=O)NCC1CCCO1)c1ccccc1 (configuration not stated)
  nt	0.9%
Cn1cccc1/C=N/NC(=O)c1cccc(OC(F)(F)C(F)F)c1
  nt	-4.1%
Cn1c(=O)n(C)c2cc(NS(C)(=O)=O)ccc21
  nt	-1.1%
COc1ccc2c(c1)[C@]13CCCCC1C(C2)N(C)CC3 (some centres not stated)
  nt	-1.1%
Cc1ccc(OCCNC(=O)c2cc(=O)[nH]c3ccccc23)cc1
  -7.6	-3.9%
CN1C2C=C3C(C#N)=C(N)C(C#N)(C#N)[C@@H](c4cccc(F)c4)[C@@H]3C1CC2 (some centres not stated)
  26.2	-0.6%
O=c1[nH]c(Cn2nnc(-c3ccccc3)n2)nc2scc(-c3ccccc3)c12
  nt	7.9%
Cc1cc(C)nc(NS(=O)(=O)c2ccc(NC(=S)NC(=O)C(C)C)cc2)n1
  nt	3.4%
CCCCCCNC(=O)Cc1nc2nc(C)cc(C)n2n1
  20.2	0.6%
COc1ccc(C(=O)NCC(=O)OCC(=O)NCCC2=CCCCC2)cc1
  -8.4	8.4%
CCN(CC)C(=O)C(C(=O)c1cccc([N+](=O)[O-])c1)n1cc(Cl)ccc1=O (configuration not stated)
  24.9	1.1%
Cc1cccc(N2CCN(C(=O)c3cc4c(=O)n(C)c5ccccc5c4n3C)CC2C)c1 (configuration not stated)
  nt	1.3%
Cc1cc(C)n(C(=O)CNC(=O)c2ccco2)n1
  nt	-5.3%
O[C@H]1COC2C1OC[C@@H]2O (some centres not stated)
  nt	2.2%
O=C(CNC(=O)c1cccc(F)c1)N/N=C/c1ccc(O)c([N+](=O)[O-])c1
  2.8	2.1%
O=C(Oc1cc(=O)oc2c1c(=O)n1c3c(cccc23)CC1)c1ccc(F)cc1
  3.2	0.6%
Cn1ccnc1C(=O)c1ccc(NN)c([N+](=O)[O-])c1
  0.3	1.1%
C[C@@H](C(=O)NCc1ccc(S(C)(=O)=O)cc1)[C@@H]1C[C@@]1(C)[C@@H](NC(=O)OCc1ccccc1)c1ccccc1
  nt	-0.6%
CC(C)(C)C(=O)N(Cc1ccccc1)c1ccccn1
  10.9	-0.3%

(more compounds)
SMILES | Mtb RmlCD inh | M. tuberculosis GlmU
Cc1ccc(CN2CCN(Cc3cnc(C)s3)CC2CCO)o1 (configuration not stated) | -5.5 | 0.6%
C=CCn1c(SCC(=O)Nc2c(C)cccc2C)nnc1-c1cnccn1 | 1.4 | 0.1%
CCCNC(=O)COC(=O)c1ccc(S(=O)(=O)N2CCCCCC2)cc1 | 14.5 | 1.8%
Cc1cc(C(=O)CN2C(=O)NC3(CCCCC3)C2=O)c(C)n1Cc1ccc2c(c1)OCO2 | nt | -2.1%
COc1ccc(OCC(O)CN2C(=O)NC(C)(C)C2=O)cc1 (configuration not stated) | 9.2 | 1.9%
CC(=O)c1cccc(NC(=O)CC2S/C(=N/N=C/c3cccs3)NC2=O)c1 (configuration not stated) | -44.4 | -0.4%
Cc1ccnc(Nc2nc(-c3c(C)nc4sccn34)cs2)c1 | -2.0 | -0.2%
c1ccc(-c2cc3c(N4CCCCC4)ncnc3s2)cc1 | -4.0 | -2.3%

Reprinted from the listing for reference:
SMILES | Mtb RmlCD inh | M. tuberculosis GlmU
CC(=O)c1cccc(NC(=O)CC2S/C(=N/N=C/c3cccs3)NC2=O)c1 (configuration not stated) | -44.4 | -0.4%
Cc1ccnc(Nc2nc(-c3c(C)nc4sccn34)cs2)c1 | -2.0 | -0.2%

Following part
SMILES | Mtb RmlCD inh | M. tuberculosis GlmU
O=C(c1ccncc1)N1N=C(C2CC2)CC1(O)C(F)(F)F (configuration not stated) | nt | 2.5%
O=C(CSc1nc2ccccc2s1)Nc1nccs1 | nt | -7.9%
Cn1nc(C(=O)N2CCOCC2)c([N+](=O)[O-])c1C(=O)N1CCOCC1 | 5.1 | -2.4%
O=C(COc1nncc2ccccc12)NCCC1=CCCCC1 | nt | 2.9%
CC1CC(C)CN(c2ccc([N+](=O)[O-])cc2-c2nn[nH]n2)C1 (configuration not stated) | -9.5 | 3.6%
CC(C)c1ccc(N2C(=O)CC(NNC(=O)c3cccnc3)C2=O)cc1 (configuration not stated) | 12.1 | -2.4%
CC1=C(C(=O)OC(C)C)C(c2cccs2)N2C(=O)CCSC2=N1 (configuration not stated) | nt | 0.8%
Cn1c(O)c(N=NC(=O)Cn2ccc(C(F)(F)F)n2)c2ccccc21 | 3.5 | 1.4%
CCOn1c(=O)c(=O)n(OCc2ccccc2)c2ccccc21 | 2.7 | -6.2%
COC(=O)c1ccc(CSc2nc(C)nc3sc(C)c(C)c23)o1 | -8.8 | 2.9%
